AmpC inh det = Promiscuous and Specific Inhibitors of AmpC Beta-Lactamase (assay with detergent); P00811; purified AmpC, nitrocefin hydrolysis with detergent; Potency, µM (highest dose often 28.7 µM), inactives show at the highest dose activity change, negative = inhibition; 71,000 compounds, 0.09% hits; AID 584, 2007; active means well fitted curve in the direction sought with a large enough effect
Target sequence (P00811 whole entry, looked up): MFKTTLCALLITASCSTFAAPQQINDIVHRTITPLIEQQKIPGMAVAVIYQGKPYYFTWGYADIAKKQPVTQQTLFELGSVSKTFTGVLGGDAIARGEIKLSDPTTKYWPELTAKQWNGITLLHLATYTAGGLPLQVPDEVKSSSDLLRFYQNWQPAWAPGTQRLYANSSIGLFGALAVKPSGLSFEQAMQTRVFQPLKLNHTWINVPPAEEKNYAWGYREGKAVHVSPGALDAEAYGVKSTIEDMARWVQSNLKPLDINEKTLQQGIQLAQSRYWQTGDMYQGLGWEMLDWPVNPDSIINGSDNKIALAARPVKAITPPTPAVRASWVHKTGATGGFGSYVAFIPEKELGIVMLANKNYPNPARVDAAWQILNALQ
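E. coli AmpC (5.3 nM) in 20 mM phosphate pH 7.0 with 0.01% Triton X-100, preincubated 15 min RT with compound; nitrocefin (2 uL of 800 uM stock) hydrolysis followed by 480 nm absorbance every 20 s over 4 min.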
* = called active by the depositor; [ ] = remark or other dose. On the % scale 0 is the no-effect control and ±100 the full control effect; potency means the concentration at half of the fitted maximal effect. Only part of the results is shown. The share of hits here may be higher or lower than overall.

SMILES	AmpC inh det
Cc1cc(NS(=O)(=O)c2ccc(NC(=O)CCCOc3ccccc3)cc2)no1	-5.3%
CCOC(=O)c1ccc(NC(=O)N2CCN(S(C)(=O)=O)CC2)cc1	-5.8%
O=C(CN1C(=O)c2ccccc2C1=O)Nc1ccc(S(=O)(=O)NCC2CCCO2)cc1 (stereo unspecified)	-5.8%
CC(NS(=O)(=O)c1ccc(F)cc1)C(=O)NCc1ccncc1 (stereo unspecified)	-0.4%
COCCNC(=O)COc1ccc(C)c(C)c1	-2.7%
Cc1nc2c(C)cccn2c1/C(O)=C1\C(=O)C(=O)N(CCN(C)C)C1c1ccncc1 (stereo unspecified)	14.2%
CCOC(=O)C1=C(N)Oc2c(c(=O)oc3ccccc23)C12C(=O)N(C)c1ccccc12 (stereo unspecified)	0.8%
CC(C)(C)n1nc2c(c1NC(=O)c1ccc(S(=O)(=O)N3CCCCC3)cc1)CS(=O)C2 (stereo unspecified)	-2.1%
CC(C)(C)c1cc(Br)c(O)c(CN(Cc2cc(C(C)(C)C)cc(Br)c2O)C2CCCCC2)c1	2.1%[5.75 µM]
Cc1cn([C@H]2C=C[C@H](CO)O2)c(=O)[nH]c1=O	-2.7%
COc1ccc(NC(=O)Cn2nnc(-c3ccc(CN4CCOCC4)cc3)n2)c(OC)c1	11.0%
Cc1ccc(S(=O)(=O)N2CCC(C(=O)N[C@H](C(=O)NCC3CCCO3)C(C)C)CC2)cc1 (stereo partly specified)	-2.2%
CCN(CC)CCNC(=O)c1cc(S(C)(=O)=O)ccc1OC	-2.4%[12.8 µM]
Cc1cc2oc(=O)cc(CN3CCC(C)CC3)c2c(C)c1Cl	-1.1%
CNC(=O)Oc1ccc2c(c1)[C@@]1(C)CCN(C)[C@@H]1N2C	-1.8%
Cc1nc2c(C(=O)NCc3ccc(F)cc3)c[nH]n2c(=O)c1Cl	-3.8%
O=c1[nH]n(-c2cccc3cccnc23)c(=O)c2ccccc12	4.0%
CCOC(=O)c1nn(-c2ccccc2)c(=O)c(C#N)c1C	-2.1%
CCC(=O)Nc1ccc(C(=O)CSc2nnc(-c3cccnc3)o2)cc1	0.3%
O=C(NCCc1csc(-c2cccnc2)n1)c1cccs1	8.9%
CC(C)Nc1ccc(Nc2ccccc2)cc1	6.6%
Cc1[nH]n(CCC#N)c(=O)c1CC(=O)N1CCN(c2ccccc2)CC1	-4.1%
Cc1ccc(C)c(OCCCC(C)(C)C(=O)O)c1	6.9%
O=C(NC(Nc1ncccn1)C(=O)c1ccccc1)c1ccccc1 (stereo unspecified)	-0.7%
N/N=C1/CC(=O)NC(=O)N1	-2.7%[5.75 µM]
Clc1cnccn1	-2.5%[12.8 µM]
CCOc1ccc(NC(=O)NCCN2C(C)CCCC2C)cc1 (stereo unspecified)	-1.4%
CCOC(=O)c1ccc(N2C(=O)CC(N3CCC(C(=O)OCC)CC3)C2=O)cc1 (stereo unspecified)	6.9%
COc1ccc(Cn2nnc(C(=O)Nc3ccc(F)cc3)c2N)cc1	0.3%
Cc1ccc(S(=O)(=O)N[C@@H](Cc2ccccc2)C(=O)CCl)cc1	-1.0%

More structures follow:
SMILES	AmpC inh det
CCNC(=O)c1c(C)nc2ccccn12	4.3%
CC(=O)Oc1c(S(=O)(=O)c2ccccc2)c(C)nn1C(C)(C)C	-4.0%
CC(C)(C)n1ncc2c(=O)n(CC(=O)Nc3ccc4c(c3)OCO4)cnc21	13.6%
COc1cc(S(=O)(=O)NCc2ccc3c(c2)OCO3)ccc1Cl	6.8%
N#Cc1ccccc1NC(=O)c1ccccc1OCC(=O)NCc1ccco1	-0.4%
COc1cc(-c2nc(-c3cccc(C(F)(F)F)c3)no2)cc(OC)c1OC	-4.1%
Cc1noc(C)c1COc1ccc(C(=O)OC(C)C(=O)Nc2ccc(N3CCOCC3)cc2)cc1 (stereo unspecified)	1.0%
Cc1ccc(-n2ncc(C#N)c2/N=C/N2CCCCCC2)cc1	-7.6%
CCOC(=O)c1c(NC(=O)c2ccc(Br)o2)sc2c1CCCC2	7.0%
CCN(CC)CCCNc1cc2n(c(=O)n1)CCc1cc(OC)c(OC)cc1-2	-2.7%
Cc1ccc2oc(NC(=O)N3CCOCC3)cc(=O)c2c1	-0.3%
OC[C@H]1CCCN2CCCC[C@@H]12	-0.2%
Cn1cnnc1SCC(=O)N1CCC(Cc2ccccc2)CC1	-1.5%
O=S(=O)(Nc1cccc2cn[nH]c12)c1ccc(F)cc1	-7.1%
Cc1ccccc1-c1nc(CS(=O)(=O)CC(=O)NCCCN2CCCC2)c(C)o1	4.9%
Cn1c(=O)c2c(nc(SCC(=O)O)n2Cc2cccc(C(F)(F)F)c2)n(C)c1=O	-8.0%
CC(C)NC(=O)C(C)n1cccc1C(=O)c1ccccc1 (stereo unspecified)	10.8%
COc1ccc(C2C(C(=O)NC(C)C)c3ccccc3C(=O)N2C)cc1OC (stereo unspecified)	2.0%
O=C(Nc1ccccc1)N1CCC2(CC1)CCN(C(=O)c1cccc(F)c1)CC2	-0.8%
CC(C)c1ccc(C(c2c(O)c3ccccc3oc2=O)c2c(O)c3ccccc3oc2=O)cc1	-2.3%[5.75 µM]
O=C1CCc2cc(S(=O)(=O)N3CCN(c4cccc(Cl)c4)CC3)ccc2N1	-5.6%
CN1CCN(CCCNC(=O)c2cc3c(=O)oc4ccccc4c3s2)CC1	-2.2%
COc1ccc(-n2c(=O)c(-c3ccc(Cl)cc3)nc3cncnc32)cc1	0.1%
CCOC(=O)N1CCN(S(=O)(=O)c2cc(Br)cc3c2N(C(=O)CC)CC3)CC1	-5.1%
COc1ccc(CCNC(=O)c2cc(C(C)C)on2)cc1OC	3.0%
O=C(CCNS(=O)(=O)c1cccc2nsnc12)N1CCc2ccccc21	9.2%
Cn1c(=O)c2cn3c(c2n(C)c1=O)C(c1ccccc1)CC(c1ccccc1)=N3 (stereo unspecified)	-29.0%
c1cc2c3c(c1)ccc1cccc(c13)C2	4.4%
Cc1cccc2nc(Cn3c(=O)n(CCC(=O)NCc4ccco4)c(=O)c4sccc43)cc(=O)n12	4.6%
O=C(NCc1ccco1)c1cnc2ccccn2c1=O	9.6%

(more compounds)
SMILES	AmpC inh det
Cn1c(CN2CCCC2)nc2cc(NC(=O)Nc3ccccc3)ccc21	-1.3%
O=C(NCc1ccc2c(c1)OCO2)c1cccc(S(=O)(=O)N2CCOCC2)c1	-4.3%
COC(=O)c1ccc(N2CCN(C)CC2)c(NC(=O)COc2ccc(OC)cc2)c1	-2.9%
O=C1CC(=O)CC(c2ccccc2Cl)C1	-3.6%
O=C(NC1CCCC1)c1cnn2c(C(F)(F)F)cc(-c3ccc4c(c3)OCO4)nc12	-2.5%
CCOC(=O)Cc1nc2ccccc2[nH]1	-0.6%
Cc1ccc2[nH]c(=O)c(C(c3nnnn3C(C)(C)C)N(Cc3ccco3)CC3CCCO3)cc2c1 (stereo unspecified)	-6.3%
COc1cc(C(=O)N2CCN=C2c2ccccc2)cc(OC)c1OC	5.8%
Cc1cc(CN2C(=O)c3ccccc3C2=O)no1	-1.7%
COC(=O)CNS(=O)(=O)c1ccc(Cc2ccc(S(=O)(=O)NCC(=O)OC)cc2)cc1	11.4%
O=C(Nc1ccccc1)c1ccc(S(=O)(=O)NCc2ccco2)cc1	-2.8%
CCc1nnc(NC(=O)CSc2nnc(-c3ccoc3C)n2CC(C)C)s1	0.5%
COc1cc(C2C(C#N)=C(N)Oc3n[nH]c(-c4ccccn4)c32)cc(OC)c1OC (stereo unspecified)	0.4%
CCC(=O)OC1CSc2nc3ccccc3n2C1 (stereo unspecified)	7.8%
Cc1cccc(Cn2c(N(C)CCO)nc3c2c(=O)[nH]c(=O)n3C)c1	10.6%
CCCOc1ccc(N2C(=O)CC(N3CCN(c4nc5ccccc5s4)CC3)C2=O)cc1 (stereo unspecified)	-8.0%
CC(C)c1ccc(C(O)(C(=O)O)c2ccc(C(C)C)cc2)cc1	-3.7%[5.75 µM]
CS(=O)(=O)N(Cc1ccco1)Cc1ccccc1Cl	-1.4%
O=C(O)CCCC(=O)OCCCCc1cccs1	5.0%
CCOC(=O)N1CCN(C(=O)CSc2nnc(CNC(=O)c3c(F)cccc3Cl)o2)CC1	-3.2%
COC(=O)CSc1nnc(-c2ccncc2)n1N	-0.9%
CCCOP(=O)(c1ccc(N(C)C)cc1)C(O)c1ccccc1OC (stereo unspecified)	-3.2%
Cc1cc(NC(=O)COc2ncnc3sc(C)c(C)c23)no1	-5.8%
CN(C)S(=O)(=O)c1ccc(/C(O)=C2/C(=O)C(=O)N(Cc3cccnc3)C2c2ccco2)cc1 (stereo unspecified)	7.9%
Cc1cc(=O)n2nc(-c3ccccc3)sc2c1C#N	3.5%
O=C(O)[C@@H]1[C@H](C(=O)O)[C@H]2C(=O)C=C[C@H]1N2Cc1ccccc1	-2.7%[5.75 µM]
CCOCCCNC(=O)CN1C(=O)CSc2ccccc21	4.7%
CCC1(CC)C(=O)NC(=O)NC1=Nc1cccc(OC)c1	-1.1%
COc1ccc(N2CCN(CC(=O)Nc3cc4c(cc3C(C)=O)OCO4)CC2)cc1	-3.1%
CC(C)(C)SCCNC(=O)CN1C(=O)c2ccccc2S1(=O)=O	7.0%

(cont.)
SMILES	AmpC inh det
CCCN(CCC)c1nc(C)cc(C(C#N)c2nc3ccccc3o2)n1 (stereo unspecified)	-1.9%
NC1(C(=O)O)CC(C(=O)O)C1 (stereo unspecified)	-4.8%
COCC(=O)N(C)c1nnc(-c2cnccn2)s1	12.7%
CCn1c(CC(=O)Nc2ccc(C)cc2)nnc1SCC(=O)N1CCN(c2ccccc2)CC1	-0.7%
C=CCn1c(SCc2c(C)noc2C)nnc1C1COc2ccccc2O1 (stereo unspecified)	0.7%
Cc1ccc(C)c(C(=O)CSc2n[nH]c(C(C)C)n2)c1	-9.0%
C#CCN(C)[C@@H](C)Cc1ccccc1	-0.7%[12.8 µM]
COc1ccc(CC(=O)n2nc(-c3ccccc3)nc2NCc2ccco2)cc1	-2.9%
O=C(c1ccco1)N1CCN(CCCCN2C(=O)c3ccccc3C2=O)CC1	-5.5%
CCCCCCNC(=O)Cc1nc2nc(C)cc(C)n2n1	0.6%
O=c1[nH]c(Cn2nnc(-c3ccccc3)n2)nc2scc(-c3ccccc3)c12	-0.4%
Cn1c(=O)n(C)c2cc(NS(C)(=O)=O)ccc21	-2.1%
COc1cc(-c2nnc(-c3cccnc3)o2)cc(OC)c1OC	10.4%
CCOC(=O)Cc1nnc2c(Nc3ccc(C)cc3)nc3nonc3n12	-0.9%
CCOC(=O)C1CCCN(C/C(O)=C(\C#N)c2nc(-c3ccccc3)cs2)C1 (stereo unspecified)	14.6%
O=C(Cn1c(CN2CCCCC2)nc2ccccc2c1=O)NCc1ccco1	19.7%
O=C(Cc1ccccc1)Nc1ccccc1CO	-1.6%
CCOc1cc(NS(C)(=O)=O)c(OCC)cc1NC(=O)c1cccs1	8.4%
CCC(c1nnc(SCc2nc3ccccc3s2)n1Cc1ccccc1)N(C)C (stereo unspecified)	-1.6%
COc1ccc(CCNC(=O)C2CCN(Cc3nc(-c4ccccc4C)oc3C)CC2)cc1OC	-2.4%
COc1ccc(S(=O)(=O)CCC(=O)Nc2c(C)n(C)n(-c3ccccc3)c2=O)cc1	-3.6%
O=C(O)/C=C\C(=O)Nc1ccc2c(c1)-c1ccccc1C2	-3.5%[5.75 µM]
O=C(CN(Cc1ccco1)C(=O)Cn1nnc(-c2ccc(F)cc2)n1)NC1CCCC1	0.4%
CC1CCc2nc(NC(=O)CN3CCN(c4ccccc4)CC3)sc2C1 (stereo unspecified)	-3.2%
COC(=O)CNC(=O)COC(=O)C(Cc1ccccc1)NC(=O)c1ccco1 (stereo unspecified)	24.2%
COCC(=O)N1CCC2(CCCN(c3cccc(-c4ccccc4)c3)C2)CC1	-2.3%
O=C(c1ccco1)N1CCN(S(=O)(=O)N2CCOCC2)CC1	-4.1%
CC(=O)N1CCC2(CC1)C(C#N)=C(N)Oc1c2sc2nc(C)cc(C)c12	-3.3%
CCn1cc(C(=O)NCc2ccccn2)c(=O)c2cc(S(=O)(=O)N3CCCCC3)ccc21	29.4%
COc1ccc2c(c1)CCc1c(-c3noc4c3CCc3cc(OC)ccc3-4)noc1-2	-3.4%[5.75 µM]

A section of the results above, as a working copy:
SMILES	AmpC inh det
CCCN(CCC)c1nc(C)cc(C(C#N)c2nc3ccccc3o2)n1 (stereo unspecified)	-1.9%
NC1(C(=O)O)CC(C(=O)O)C1 (stereo unspecified)	-4.8%
COCC(=O)N(C)c1nnc(-c2cnccn2)s1	12.7%
CCn1c(CC(=O)Nc2ccc(C)cc2)nnc1SCC(=O)N1CCN(c2ccccc2)CC1	-0.7%
C=CCn1c(SCc2c(C)noc2C)nnc1C1COc2ccccc2O1 (stereo unspecified)	0.7%

Next section.
SMILES	AmpC inh det
Cc1nc(=O)c(-c2ccccc2)c(C)n1CC1CCCO1 (stereo unspecified)	18.6%
CS(=O)(=O)N1CCCC(C(=O)NCCCN2CCOCC2)C1 (stereo unspecified)	-4.4%
COc1ccc(Cc2nc(-c3ccc(-n4cccc4)cc3)no2)cc1	11.7%
COc1cccc(-c2ccc3ncnc(NC4CCNCC4)c3c2)c1	7.0%
Cc1cc(S(=O)(=O)N(Cc2ccc(F)cc2)CC2CCCO2)ccc1-n1cnnn1 (stereo unspecified)	-0.3%
O=C(OCC(=O)N1CCCC1)c1ccco1	1.0%
CCC(C)[C@H](NC(=O)NCc1cccs1)C(=O)O (stereo partly specified)	-3.3%
CCCCSC(=O)Nc1ccccc1	12.9%

Compound activity: PubChem, National Center for Advancing Translational Sciences (NCATS)
